Screens deposited in PubChem BioAssay by several laboratories.
FadD28 binding – inhibitors of Mycobacterium tuberculosis FadD28 bisubstrate binding | FadD28 bisubstrate probe binding, fluorescence polarization | inhibition, % at 12.5 µM | 360,000 compounds, 0.22% hits | AID 588549; in the data active = inhibition above about 8.5%, passing the limit was not always enough; inconclusive = no clear call, values can overlap the other calls
BoNT F protease – inhibitors of Botulinum neurotoxin F light chain protease | Multiplex microsphere protease cleavage assay, flow cytometry | inhibition, % at 10 µM | 360,000 compounds, 0.22% hits; in the data active = inhibition above about 35%, passing the limit was not always enough; inconclusive = no clear call, values can overlap the other calls; note: plate controls were buffer without enzyme for full effect and enzyme alone for no effect
GDH-TPI inh – counter-screen for M. tuberculosis FBA inhibitors: GDH-TPI coupled enzymes. 360,000 compounds, 1.2% hits. GDH-TPI coupled enzyme counterscreen, NADH absorbance. inhibition, % at 4.8 µM;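 note: 0% = DMSO wells and 100% = wells lacking the enzyme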
UGM FP inh – inhibitors of M. tuberculosis UDP-galactopyranose mutase; P9WIQ1; purified UGM, fluorescence polarization probe displacement; inhibition, % at 10 µM; 320,000 compounds, 0.06% hits; AID 504406; in the data active = inhibition above about 10%, passing the limit was not always enough; inconclusive = no clear call, values can overlap the other calls
Target sequence (P9WIQ1 whole entry, looked up): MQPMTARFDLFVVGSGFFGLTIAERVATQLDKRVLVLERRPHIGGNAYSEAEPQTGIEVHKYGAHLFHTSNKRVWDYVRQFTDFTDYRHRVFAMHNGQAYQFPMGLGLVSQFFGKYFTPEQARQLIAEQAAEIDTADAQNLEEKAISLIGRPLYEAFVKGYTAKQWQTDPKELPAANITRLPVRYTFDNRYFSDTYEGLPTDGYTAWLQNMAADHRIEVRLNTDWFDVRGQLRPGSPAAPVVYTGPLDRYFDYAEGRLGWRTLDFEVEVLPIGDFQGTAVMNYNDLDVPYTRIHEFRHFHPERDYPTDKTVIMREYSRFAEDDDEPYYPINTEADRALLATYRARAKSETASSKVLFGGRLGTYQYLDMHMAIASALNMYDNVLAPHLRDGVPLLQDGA
FBA Mtb inh – inhibitors of M. tuberculosis fructose-bisphosphate aldolase. 360,000 compounds, 2.3% hits. purified M. tuberculosis FBA, fluorescence read-out. P9WQA3. AID 588726. inhibition, % at 1 µM; in the data active = inhibition above about 27%;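 note: 0% = vehicle and 100% = reference inhibitor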
Target sequence (P9WQA3 whole entry, looked up): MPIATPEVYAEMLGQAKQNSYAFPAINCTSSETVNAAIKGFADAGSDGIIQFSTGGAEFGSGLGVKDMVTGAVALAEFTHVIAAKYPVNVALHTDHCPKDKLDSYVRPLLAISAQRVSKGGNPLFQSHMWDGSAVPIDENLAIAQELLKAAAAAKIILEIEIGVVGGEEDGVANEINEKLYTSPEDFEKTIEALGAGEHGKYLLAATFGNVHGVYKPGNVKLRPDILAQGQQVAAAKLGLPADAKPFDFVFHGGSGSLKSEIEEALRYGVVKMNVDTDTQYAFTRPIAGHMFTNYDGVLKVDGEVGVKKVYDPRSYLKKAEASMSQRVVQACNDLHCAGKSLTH
BoNT-A LC inh2 – inhibitors of Botulinum neurotoxin A light chain protease; multiplex microsphere protease substrate cleavage, flow cytometry; inhibition, % at 10 µM; 360,000 compounds, 0.17% hits; AID 588499; in the data active = inhibition above about 30%; inconclusive = no clear call, values can overlap the other calls; note: plate controls were buffer without enzyme for full effect and enzyme alone for no effect
Mtb BioA inh – blocks M. tuberculosis BioA enzyme activity; purified M. tuberculosis BioA enzyme, plate reader; inhibition, % at 9.99 µM; 360,000 compounds, 0.096% hits; in the data active = inhibition above about 40%; inconclusive = no clear call, values can overlap the other calls
PrPC surface inh – inhibitors of human cell surface prion protein PrPC | TR-FRET read-out | 370,000 compounds, 0.43% hits | inhibition, % at 13.8 µM; in the data active = inhibition above about 24%; note: 0% = median of the test wells and 100% = reference compound wells
CCHF vOTU inh – CCHFV vOTU protease inhibition; Pep-AMC fluorescence; inhibition, % at 11.5 µM; 370,000 compounds, 0.55% hits; AID 651958; note: 0% = vehicle wells with enzyme and 100% = no enzyme wells
Starred values were filed as active, the others as inactive; ? = inconclusive; . = not tested or not shown. Cut-off read from the data, not from the text of the source, unless noted: active = inhibition above about 30%; inactive = the rest.

The first 2 records as a preview:
SMILES | FadD28 binding | BoNT F protease | GDH-TPI inh | UGM FP inh | FBA Mtb inh | BoNT-A LC inh2 | Mtb BioA inh | PrPC surface inh | CCHF vOTU inh
C=CCOC(=O)C1=C(C)NC(=O)NC1c1cn(-c2ccccc2)nc1-c1cccs1 (configuration not stated) | -2.1 | 5 | 4 | -0.9 | 1 | -0.2 | -2.3 | 0 | 9
Cc1ccc(S(=O)(=O)N2CCN(c3nc(-c4cccs4)nc4ccccc34)CC2)cc1 | -0.4 | 4 | -1 | . | 0 | -0.7 | -0.8 | 4 | 1

The list itself, from the first entry:
SMILES | FadD28 binding | BoNT F protease | GDH-TPI inh | UGM FP inh | FBA Mtb inh | BoNT-A LC inh2 | Mtb BioA inh | PrPC surface inh | CCHF vOTU inh
C=CCOC(=O)C1=C(C)NC(=O)NC1c1cn(-c2ccccc2)nc1-c1cccs1 (configuration not stated) | -2.1 | 5 | 4 | -0.9 | 1 | -0.2 | -2.3 | 0 | 9
Cc1ccc(S(=O)(=O)N2CCN(c3nc(-c4cccs4)nc4ccccc34)CC2)cc1 | -0.4 | 4 | -1 | . | 0 | -0.7 | -0.8 | 4 | 1
CCN(CC)CCN(C)c1ccc(N2C(=O)C3CC=CCC3C2=O)cc1[N+](=O)[O-] (configuration not stated) | 0.2 | -4 | -5 | -0.2 | 1 | -1.3 | 0.8 | -6 | -10
CCOC(=O)CN1CC23C=CC(O2)C(C(=O)NC2CCCC2)C3C1=O (configuration not stated) | -1.9 | -5 | -1 | -1.4 | 1 | -0.9 | -0.8 | -7 | -4
COc1ccc(CCN(C)Cc2c(F)cccc2F)cc1OC | -0.4 | -2 | 8 | -2.2 | -1 | ? | 2.8 | -11 | -4
O=C(OC1CCOC1=O)C1CCN(S(=O)(=O)c2ccc(Cl)c(C(F)(F)F)c2)CC1 (configuration not stated) | -1.3 | -2 | 5 | 0.6 | 3 | 2.4 | . | 4 | 2
COCCOC(=O)C1=C(C)NC(=S)NC1c1cccs1 (configuration not stated) | -3.4 | 2 | -4 | -2.0 | -3 | 0.5 | 0.3 | 12 | 9
COc1cc2c(cc1OC)C(Cc1ccc(O)cc1)N(C)CC2 (configuration not stated) | -0.9 | -4 | 2 | 0.2 | 2 | -0.7 | -2.5 | -3 | -7
CCOC(=O)c1cccc(NC(=O)CSc2nnc(-c3cccnc3)n2CC)c1 | -1.2 | 17 | 3 | 3.4 | 2 | 0.0 | 1.8 | 6 | -10
O=C(NN1C(=O)/C(=C\c2ccc(O)c([N+](=O)[O-])c2)SC1=S)c1ccccc1Cl | 15* | 1 | 27 | 1.9 | -37 | -1.6 | 4.8 | 5 | 10
COc1ccc(N2CCN(C(=O)c3ccc(S(=O)(=O)N4CCCC4)cc3)CC2)cc1 | -2.2 | -5 | 2 | 2.0 | 1 | 0.4 | -2.2 | 0 | 13
CCOC(=O)c1sc2nc(OCc3cccnc3)cc(C)c2c1N | . | -12 | . | . | . | 0.0 | . | 3 | -12
O=C(CCn1c(=S)oc2ccccc21)Nc1cccc(F)c1 | 1.4 | -2 | -1 | 1.7 | 1 | 0.5 | . | -4 | -11
COc1ccc(/C(C)=N/NC(=O)CNC(=O)c2cccs2)cc1OC | 0.5 | 0 | 2 | 0.5 | 0 | -0.1 | -0.3 | -4 | -5
Cc1ccccc1NC(=O)Cc1nc(COC(=O)c2cc(Br)ccc2O)cs1 | . | -1 | 3 | 3.1 | 1 | -1.1 | -1.6 | 5 | -4

An excerpt from above with just UGM FP inh.
SMILES,UGM FP inh
O=C(OC1CCOC1=O)C1CCN(S(=O)(=O)c2ccc(Cl)c(C(F)(F)F)c2)CC1 (configuration not stated),0.6
COCCOC(=O)C1=C(C)NC(=S)NC1c1cccs1 (configuration not stated),-2.0
COc1cc2c(cc1OC)C(Cc1ccc(O)cc1)N(C)CC2 (configuration not stated),0.2
CCOC(=O)c1cccc(NC(=O)CSc2nnc(-c3cccnc3)n2CC)c1,3.4
O=C(NN1C(=O)/C(=C\c2ccc(O)c([N+](=O)[O-])c2)SC1=S)c1ccccc1Cl,1.9
COc1ccc(N2CCN(C(=O)c3ccc(S(=O)(=O)N4CCCC4)cc3)CC2)cc1,2.0

Next entries follow:
SMILES | FadD28 binding | BoNT F protease | GDH-TPI inh | UGM FP inh | FBA Mtb inh | BoNT-A LC inh2 | Mtb BioA inh | PrPC surface inh | CCHF vOTU inh
COc1ccc(-c2nn3c(-c4cccc(C)c4)nnc3s2)cc1OC | -2.8 | -5 | 12 | 0.6 | 7 | -2.6 | . | 0 | 6
CC(C)n1c(=O)[nH]c2ccccc21 | -4.1 | -6 | -2 | 0.9 | 2 | -0.7 | -1.4 | 2 | -4
Cc1nc(C(=O)NC(C)C)nn1-c1cc(Cl)cc(Cl)c1 | -0.2 | 12 | 2 | 3.9 | 1 | 1.5 | . | 7 | -5
O=C1OCc2cc(NS(=O)(=O)c3cccs3)ccc21 | -0.6 | 11 | 3 | -3.3 | 2 | ? | 1.5 | 3 | 3
O=C(Nc1ccccc1)C1CC(=O)N(C2CCCCC2)C1 (configuration not stated) | 0.5 | 6 | 8 | -2.0 | 3 | 0.5 | -0.5 | -3 | 8
CCc1ccc(C)[n+](CC(=O)c2cccs2)c1 | . | 19 | 1 | 0.8 | 0 | -2.5 | 0.1 | -3 | -5
COC(=O)c1cc(Br)ccc1-c1ccc(/C=N/n2nnnc2N)o1 | 0.8 | 1 | 44* | -1.0 | 3 | -0.6 | 5.5 | -2 | 4
O=C(c1cccs1)N(Cc1cccc(Cl)c1)C1CCS(=O)(=O)C1 (configuration not stated) | -3.7 | -3 | -3 | 0.5 | -4 | ? | 4.4 | -5 | -13
O=C(COc1ccccc1)NCC(=O)N/N=C/c1ccc(Br)cc1 | 1.0 | 9 | 4 | 5.7 | -1 | 2.1 | 0.1 | -3 | -1
CCC1CCc2c(sc(NC(=O)C3CC=CCC3C(=O)O)c2C#N)C1 (configuration not stated) | 0.8 | 0 | 3 | 4.8 | 3 | -0.7 | . | -2 | 8
S=C(NCc1ccco1)N/N=C/c1ccccc1Cl | -5.8 | -7 | 13 | -0.3 | -2 | -1.4 | . | -4 | 2
COc1ccc(-c2cc(C(=O)N(C)Cc3ccc(OC)c(OC)c3OC)c3ccccc3n2)cc1OC | -4.5 | -1 | 8 | 0.2 | 2 | 1.5 | 2.9 | -1 | 5
Cn1ccnc1CN1CCN(C(=O)c2cc(COc3ccc(F)c(F)c3)on2)CC1 | 1.4 | 7 | 10 | -0.1 | -2 | -0.5 | -0.6 | 0 | -10
CNC(=O)C(=O)NCC1OCCN1S(=O)(=O)c1ccc(OC)c(OC)c1 (configuration not stated) | -1.0 | 9 | 4 | -0.7 | -1 | 0.7 | -1.4 | 3 | -13
CCN=C1SC(CC(=O)Nc2sc3c(c2C#N)CCCC3)C(=O)N1CC (configuration not stated) | -2.7 | -5 | -6 | 5.0 | 1 | -0.2 | -1.1 | 4 | 23
O=C(NC1CCCCC1)c1cc(S(=O)(=O)N2CCOCC2)c(Cl)cc1Cl | -1.2 | 19 | 3 | 3.2 | 3 | -1.5 | -2.2 | -1 | 12
C(=C\c1ccccc1)/CN1CCN(C(c2cc3ccccc3o2)c2nnnn2C2CCCCC2)CC1 (configuration not stated) | -1.5 | 0 | . | . | 2 | 0.2 | -0.7 | 5 | -3
CC1(C)SCC(C(=O)O)N1C=O (configuration not stated) | -4.9 | 6 | -6 | 2.5 | 1 | 0.6 | -0.2 | -6 | 14
Cc1cc(C)n(CCCNC(=O)COc2ccc([N+](=O)[O-])cc2)n1 | -2.1 | 4 | 11 | -2.0 | 2 | 0.1 | 0.4 | -18 | 22
COc1cc(OC)nc(NC(=O)COC(=O)C2CCCCC2)n1 | -0.8 | -5 | -5 | -0.8 | -3 | -0.2 | -1.4 | 2 | -3
CCc1ccc(C(=O)NN(C(=O)c2ccc(CC)cc2)C(C)(C)C)cc1 | -0.4 | -10 | 6 | . | 8 | -0.7 | -1.4 | -5 | 15
S=C(NCCc1ccccc1)N/N=C/c1cccc(Cl)c1Cl | -4.0 | -7 | 16 | 0.5 | 3 | 0.2 | . | 9 | 6
COc1ccc(C(=O)N(C)Cc2ccon2)cc1OC1CCN(C(C)C)CC1 | -0.8 | -5 | -2 | 2.0 | -2 | 0.5 | 1.1 | -4 | -3
Cc1ccc(NC(=O)c2sc(=S)n(-c3cc(C)ccc3F)c2N)cc1 | -3.2 | -1 | 1 | -3.2 | 0 | -1.4 | -0.8 | -3 | 2
CC1CCC(NC(=O)C2c3ccccc3C(=O)N2Cc2cccs2)CC1 (configuration not stated) | -0.8 | 16 | 8 | 2.1 | 3 | 2.7 | -0.2 | 5 | -4
COc1cccc(NC(=O)Cn2c3ccc(OC)cc3c3nc4n(c(=O)c32)CCS4)c1 | -1.2 | -2 | 8 | 3.4 | 14 | 0.5 | -0.9 | -1 | 3
COc1ccc2nc(C)cc(NCc3cccc(C(F)(F)F)c3)c2c1 | -8.5 | -24 | 3 | -1.1 | 2 | -3.8 | -0.2 | -9 | 6
COCC(=O)N1Cc2ccccc2-n2nncc2C1 | -3.8 | 0 | 3 | . | 1 | -0.7 | -1.5 | -4 | -8
Cc1c(Cl)cccc1N=C1SCCN1C(=O)CN1C(=O)NC2(CCCC2)C1=O | -9.0 | 0 | 3 | -1.2 | 1 | -2.4 | -0.8 | 4 | 26
O=C(O)Cc1c[nH]c2cccc(O)c12 | ? | 1 | 1 | -0.2 | 1 | -1.3 | 0.5 | 19 | 6
COc1ccc2oc(C(=O)OC(C)C(=O)N3C(C)CCCC3C)c(C)c2c1 (configuration not stated) | -2.0 | -2 | 18 | 4.7 | 62* | -0.5 | . | -6 | -6
CCCCN(C=O)c1c(CC)nc2ccc(C(=O)N3CCCCC3)cn12 | -2.2 | -2 | -4 | . | 1 | -0.2 | 2.4 | 2 | 5
O=C1C=C(c2ccc3[nH]ccc3c2)C[C@@H](c2ccc(F)cc2)C1 | -5.0 | -3 | 27 | 3.0 | 1 | 0.1 | 0.1 | -3 | 6
COc1cccc2cc(C(=O)NCc3ccccc3Cl)c(=O)oc12 | -2.1 | 9 | -3 | 4.1 | 0 | -0.7 | -1.0 | -6 | -11
Cc1scc(C(=O)NNC(=S)NCC2CCCO2)c1-c1ccccc1 (configuration not stated) | 0.5 | -1 | 5 | -1.4 | -5 | 0.0 | . | -1 | -2
Cc1csc(NC(=O)c2cccc(Cn3nc(C)c(Br)c3C)c2)n1 | -0.9 | -9 | 3 | -1.1 | -3 | -0.8 | -1.0 | 15 | 14
CC(=O)OC[C@@H]1CN(Cc2ccccc2)C[C@H](n2cnc3c(NC4CCCC4)ncnc32)O1 | -1.9 | -9 | 11 | . | -2 | -0.7 | 1.2 | -4 | -2
CCC(C)(C)n1nnnc1C(C(C)C)N(CCCO)Cc1cc2cc(C)ccc2[nH]c1=O (configuration not stated) | -0.9 | -3 | 7 | -2.5 | 9 | 0.6 | 3.1 | 0 | 7
Cc1cc(C)cc(OCC(=O)Nc2cccc(-c3nc4ncccc4o3)c2)c1 | -3.9 | 1 | 8 | -0.6 | -1 | -0.5 | 1.1 | 7 | 4
O=C(Cc1cccs1)NCCS(=O)(=O)N1CCN(c2ccccc2)CC1 | -1.5 | -8 | 4 | . | -1 | 0.6 | -0.3 | -1 | -7
CCCC(=O)N1CCCC1(C)C(=O)NCc1ccc(SC)cc1 (configuration not stated) | -1.5 | -6 | 9 | . | -1 | 0.0 | -1.3 | -6 | 7
CCN1CCN(C(=O)C2CCN(S(=O)(=O)c3ccc4c(c3)NC(=O)C(C)S4)CC2)CC1 (configuration not stated) | -0.4 | 0 | 8 | 0.2 | 2 | 0.5 | 7.3 | 5 | 2
Cc1occc1-c1nnc(SCC(=O)N2CCCC(C)C2)o1 (configuration not stated) | -1.1 | 3 | -2 | . | 2 | 0.6 | 1.6 | -3 | 11
CC(=O)c1ccc(OC(=O)c2nc(-c3ccccc3)oc2C)cc1 | 0.5 | -9 | 5 | 3.1 | 1 | 0.9 | 2.1 | 3 | 11
O=C(NCCc1ccccc1)C1CC(=O)N(CCc2ccccc2)C1 (configuration not stated) | -0.2 | 4 | 5 | -0.9 | 1 | 0.8 | -0.1 | 4 | 4
